# ABHD5-PLIN5 inh – inhibitors of human ABHD5-perilipin-5 interaction; Split G. princeps luciferase complementation, luminescence, 4 h; hit rate 0.78% among 360,000; inhibition, % at 4 µM; AID 602281;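 active = inhibition above the mean inhibition across every tested compound plus 3 SD, cut at about 22% in these data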;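 also: 0% = DMSO only wells and the 100% control is not disclosed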
# Target sequence (Q00G26 whole entry, looked up): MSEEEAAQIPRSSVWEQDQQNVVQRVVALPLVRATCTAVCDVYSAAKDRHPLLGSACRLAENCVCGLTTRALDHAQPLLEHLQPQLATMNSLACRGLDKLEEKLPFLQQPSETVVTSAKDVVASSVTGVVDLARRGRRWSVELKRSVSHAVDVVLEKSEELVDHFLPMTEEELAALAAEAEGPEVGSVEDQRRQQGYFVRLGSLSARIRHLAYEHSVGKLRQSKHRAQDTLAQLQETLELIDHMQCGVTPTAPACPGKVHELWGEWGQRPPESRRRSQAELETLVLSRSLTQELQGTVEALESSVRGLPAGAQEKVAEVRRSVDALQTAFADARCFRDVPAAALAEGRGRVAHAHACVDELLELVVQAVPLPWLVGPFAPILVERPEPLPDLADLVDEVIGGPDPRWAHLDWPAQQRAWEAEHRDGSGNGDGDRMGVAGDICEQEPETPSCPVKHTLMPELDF
# Target sequence (Q8WTS1 whole entry, looked up): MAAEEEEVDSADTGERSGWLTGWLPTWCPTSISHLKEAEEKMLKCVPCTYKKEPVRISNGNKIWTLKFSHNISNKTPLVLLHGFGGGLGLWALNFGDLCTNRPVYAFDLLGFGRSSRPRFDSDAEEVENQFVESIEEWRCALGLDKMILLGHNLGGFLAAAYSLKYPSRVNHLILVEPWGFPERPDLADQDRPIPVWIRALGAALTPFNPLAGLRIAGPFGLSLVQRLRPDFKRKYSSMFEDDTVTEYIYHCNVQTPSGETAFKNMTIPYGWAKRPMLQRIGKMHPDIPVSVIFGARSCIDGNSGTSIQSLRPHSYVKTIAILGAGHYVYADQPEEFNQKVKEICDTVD
# MC4R antag cAMP – blocks human MC4R cAMP signaling; P32245; MC4R-expressing cells, MTII-stimulated cAMP, LANCE TR-FRET; inhibition, % at 6.5 µM; hit rate 0.48% among 360,000; AID 540295;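 active = inhibition above its plate's cutoff, the mean of tested wells on that plate plus 3 SD, cut at about 29% in these data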;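 also: 0% = Melanotan II alone and 100% = Melanotan II plus saturating MCL0020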
#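 System: U2OS-MC4R stable cell line; Technique: Eu-cAMP/anti-cAMP TR-FRET, emission 671 nm; Repeats: single well per compound; Also added: Melanotan II; Dosing: one concentration, 6.5 µM nominal; Schedule: 30-min compound, 1-h challenge, 1-h detection, room temperature.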
# MC4R ag barr – human MC4R agonism via beta-arrestin. activation, % at 8.9 µM. hit rate 0.98% among 360,000. AID 540308. U2OS MC4R beta-arrestin complementation, luminescence; percent of melanotan II response, DMSO zero. P32245;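 active = activation above a per-plate cutoff, the mean activation of sample wells on that plate plus 3 SD, cut at about 8% in these data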
# Exocytosis inh – blocks lytic granule exocytosis; hit rate 0.66% among 360,000; AID 651702; inhibition, % at 10 µM; TALL-104 LAMP-1 surface exposure, flow cytometry; cells stimulated with thapsigargin and PMA;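 active = inhibition above about 55%, limit read from the data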
# ABCB6 inh MLPCN – blocks the human ABCB6 transporter. K562-ABCB6 porphyrin accumulation, flow cytometry, 1 h; active compounds read low. fluorescence ratio to DMSO, % at 10 µM. Q9NP58. hit rate 0.19% among 360,000;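 active = fluorescence ratio to DMSO below 75%, the collection mean minus 3 SD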;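 also: signal is porphyrin accumulated inside mitochondria; 100% equals median channel fluorescence of DMSO control wells; lower ratio means ABCB6 inhibition with less porphyrin fluorescence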
# Cardio protect – protects H9c2 cardiomyocytes from peroxide injury. hit rate 0.63% among 360,000. AID 588492. H2O2 injury protection, ATPLite, 2 h. protection from H2O2 cell death, % at 20 µM;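 active = compounds giving at least 50% protection of heart cells from peroxide-induced death in the single-dose screen, raw or plate-pattern-corrected value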;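 also: 0% = DMSO wells with peroxide and 100% = DMSO wells without peroxide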
# iPSC survival up – hiPSC single-cell survival enhancement; ATPlite luminescence; 100% = ROCK inhibitor wells, 0% = DMSO; survival enhancement, % at 20 µM; hit rate 0.044% among 360,000; AID 602274; in the data active = survival enhancement above about 18%;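 also: cells exposed to compounds for 16 hours before the ATP read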
# HTR2A ag – agonists of mouse serotonin 5-HT2A receptor (HTR2A); P35363; CHO-K1 mHTR2A beta-arrestin complementation, luminescence; percent of 30 µM serotonin response; activation, % at 7.6 µM; hit rate 0.66% among 360,000; AID 624169;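 active = activation above a run cutoff, the mean activation of all tested compounds plus 3 SD, cut at about 14% in these data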;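 also: 0% = plate median of compound wells and 100% = 30 µM serotonin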
# aDG glyco act – increases alpha dystroglycan glycosylation. Pro5-aDG cells, alpha-DG glycosylation AlphaScreen (IIH6); 0% Pro5, 100% B10-LARGE cell signal. activation, % at 10 µM. hit rate 0.22% among 360,000. AID 624168;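 active = activation of at least 8% versus controls, or a plate z-score of at least 8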;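 also: Pro5 are CHO cells carrying HIG-tagged alpha-DG that lacks glycosylation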
# Glyco luc inh – blocks N-linked glycosylation in D54 reporter cells; AID 588692; hit rate 0.23% among 360,000; reporter increase, % at 12.5 µM; D54 ERlucT glycosylation luciferase reporter, 24 h; percent of 100 nM tunicamycin response;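 active = mean luciferase reporter signal, scaled so untreated is 0 and the glycosylation-blocking control 100, at or above a set limit in every replicate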;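 also: luciferase carries N-glycosylation sites so blocking glycosylation raises the light; 0% = median of neutral control wells and 100% = median of 100 nM tunicamycin wells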
# An asterisk follows results filed as active; x = no result given. Not a hit list; 4.5% or so of the library scored in one or more.
SMILES,ABHD5-PLIN5 inh,MC4R antag cAMP,MC4R ag barr,Exocytosis inh,ABCB6 inh MLPCN,Cardio protect,iPSC survival up,HTR2A ag,aDG glyco act,Glyco luc inh
Brc1ccc(-c2nc(-c3ccncc3)no2)cc1,2,1,-0.8,0,96,-6,-0.6,2,-0.1,-2
CCCCCn1c(-c2ccco2)nc2nc3ccccc3nc21,3,-6,2.1,-2,110,21,-0.1,7,0.1,5
O=C(CN1CCN(c2ccc(Cl)cc2)CC1)NCc1ccccc1,6,2,-1.2,3,97,-2,2.1,3,-0.2,2
CCn1cc(C(=O)OCC(=O)OC2CC(C)CCC2C(C)C)c(=O)c2ccc(C)nc21 (stereo not drawn),2,5,0.2,2,90,-14,3.0,-2,0.5,-1
O=C(NCc1ccccc1)c1ccc2nc(-c3ccco3)c(-c3ccco3)nc2c1,24*,7,-1.4,-1,107,20,4.9,5,0.0,1
O=C(NNC(=O)c1ccccc1F)c1ccc(S(=O)(=O)N2CCCC2)cc1,2,-5,-2.2,1,95,2,-0.7,3,0.0,1
CN1c2ccccc2C2(C)CCCC3=Cc4cc([N+](=O)[O-])cc([N+](=O)[O-])c4OC312 (stereo not drawn),-4,8,1.9,6,101,-2,-2.8,9,-0.4,-5
COc1ccc(OCC(O)Cn2c(N3CCCCC3)nc3c2c(=O)[nH]c(=O)n3C)cc1 (stereo not drawn),-2,5,-0.4,1,101,17,1.4,1,0.0,1
Cc1ccc(S(=O)(=O)N2CCCCC2)cc1NC(=O)CSc1ncn[nH]1,1,6,-3.0,1,104,-1,1.3,-4,-0.4,2
Cc1ccc(NC(=O)C2CCCO2)c(Br)c1 (stereo not drawn),1,4,-2.1,-2,98,1,1.5,2,-0.1,2
Cc1ccc(CNC(=O)/C=C/c2ccccc2Cl)cc1,-2,9,6.7,-2,89,-1,1.5,-1,0.1,0
CN(C)C(=O)c1ccc(N=Nc2c(O)c3ccccc3[nH]c2=O)cc1,1,-23,-0.5,6,122,-17,-6.0,3,0.4,-1
O=C(c1ccc(Sc2cccc(Cl)c2)c([N+](=O)[O-])c1)N1CCN(c2ccccn2)CC1,-4,4,-1.4,-1,91,-6,0.2,5,-0.3,1
COc1ccc(N(CC(=O)NCc2ccccc2C)S(=O)(=O)c2ccc(C)cc2)cc1OC,-4,18,-0.4,-7,99,1,-0.7,-5,0.1,-3
CC(C)=CCN1CCN(Cc2ccc(C)s2)CC1CCO (stereo not drawn),1,7,0.5,-4,102,2,-0.5,-2,-0.1,1
CCOCCCNC(=O)C(NC(=O)Cc1c[nH]c2ccccc12)c1ccccc1 (stereo not drawn),10,22,-1.4,-2,101,-1,-0.4,-2,-0.1,0
CCN(CC)CCN1C(=O)C(=O)/C(=C(/O)c2ccc(OC)cc2)C1c1ccco1 (stereo not drawn),4,-2,-2.0,-2,98,0,-3.1,-1,-0.1,1
O=C(O)c1cc2n(n1)C(C(F)(F)F)CC(c1ccccc1)N2 (stereo not drawn),1,2,-1.5,2,98,3,8.3,1,-0.2,2
O=C(CN1C(=O)COc2ccccc21)NCCCN1CCN(Cc2ccccc2)CC1,-2,16,-0.3,-2,99,-2,-0.1,-5,-0.1,0
Cc1ccc(S(=O)(=O)N[C@H](C(=O)NC2CCC(C)CC2)C(C)C)cc1 (stereo partly drawn),-7,0,-0.3,4,93,-10,-0.4,-3,-0.1,0
Cc1ccc(CNC(=O)[C@@H](NC(=O)C2CCN(C(=O)[C@@H](N)CC(C)C)CC2)C(C)C)cc1,3,1,-2.3,-2,97,-1,2.0,3,0.1,-1
COc1ccc(NC(=O)C2(c3ccccc3)CCCC2)cc1,7,13,-2.8,-3,94,-2,1.2,-2,-0.2,0
Clc1ccc(C2=Nn3c(nnc3-c3n[nH]c4c3CCC4)SC2)cc1,5,-18,-3.0,24,85,0,4.0,-2,-0.7,37*
COc1ccc(S(=O)(=O)N(C)C[C@H]2Oc3cc(Br)ccc3S(=O)(=O)N([C@H](C)CO)C[C@H]2C)cc1,3,-3,-1.0,12,96,2,0.6,-3,0.0,-7
O=S(=O)(c1ccccc1)c1nnn2c1nc(NC1CCN(Cc3ccccc3)CC1)c1cc(Cl)ccc12,4,8,-4.3,64*,116,-5,-0.2,-10,0.0,-6
COc1ccc(N=C2NC(=O)/C(=C\C=C\c3ccccc3)S2)cc1,-4,1,-1.1,2,99,-7,-0.4,8,0.5,2
COc1ccc(N(C(=O)c2cccc([N+](=O)[O-])c2)S(=O)(=O)c2ccc3c(c2)n(C)c(=O)n3C)cc1,4,-6,-1.1,-1,95,15,6.1,3,0.1,6
COC(=O)C1=CO[C@@H](O[C@@H]2O[C@H](CO)[C@@H](O)[C@H](O)[C@H]2O)C2C1CC(O)O[C@H]2C (stereo partly drawn),8,7,-0.4,-5,101,0,-0.9,6,0.0,0
NC(=O)NC(=O)COC(=O)c1ccc(OC(F)(F)F)cc1,7,-1,3.8,-1,91,10,0.7,1,0.0,1
COc1ccc(-c2cnc3c(NC(C)=O)cc(-c4cccc(C(=O)NCCN(C)C)c4)cn23)cc1OC,10,-20,4.4,-4,93,5,-1.2,-5,-0.1,-8
CCc1ccc(CN2CCC(n3nccc3NC(=O)c3ccccc3Cl)CC2)cc1,3,-1,-3.3,15,103,-1,-0.5,-12,0.1,-4
Cc1c(Cl)c([N+](=O)[O-])nn1CCCC(=O)O,-2,-3,-2.0,0,98,16,0.8,1,-0.3,4
O=C(N1CCCC1)C12CCC3CC(CC(C3)C1)C2,11,-1,2.1,3,93,-12,-2.9,4,0.3,-1
C=CCNC(=S)NCCCCC1NC(=S)N(CC=C)C1=O (stereo not drawn),-11,2,-1.9,2,110,3,-0.5,-2,0.3,-2
CC(Sc1nnnn1C)C(=O)Nc1cc(S(=O)(=O)N2CCCCC2)ccc1Cl (stereo not drawn),0,5,-0.6,-3,99,-6,-0.4,-1,0.5,-1
CC(C)c1cc(C(=O)O)c2ccccc2n1,2,-2,-0.5,-5,90,-4,-0.3,-2,0.1,-1
CCc1ccc(OCC(=O)OC2CCS(=O)(=O)C2)cc1 (stereo not drawn),4,-1,-0.6,-2,98,-4,-0.4,-1,0.3,2
O=C(CCc1ccccc1)Nc1ccc(Cl)cn1,-4,-21,-2.8,5,94,9,-3.2,-4,-0.3,15
O=C(NCCc1csc(-c2ccccc2)n1)c1ccc(Br)o1,-10,20,2.9,0,97,2,-4.0,-4,-0.3,0
O=C(Nc1cccc(C(=O)N2CCOCC2)c1)c1ccc([N+](=O)[O-])cc1,0,-4,-3.7,-2,102,3,-0.2,7,-0.3,0

# An excerpt from above in order of number of heavy atoms, high to low:
SMILES,ABHD5-PLIN5 inh,MC4R antag cAMP,MC4R ag barr,Exocytosis inh,ABCB6 inh MLPCN,Cardio protect,iPSC survival up,HTR2A ag,aDG glyco act,Glyco luc inh
COc1ccc(S(=O)(=O)N(C)C[C@H]2Oc3cc(Br)ccc3S(=O)(=O)N([C@H](C)CO)C[C@H]2C)cc1,3,-3,-1.0,12,96,2,0.6,-3,0.0,-7
COc1ccc(N=C2NC(=O)/C(=C\C=C\c3ccccc3)S2)cc1,-4,1,-1.1,2,99,-7,-0.4,8,0.5,2
NC(=O)NC(=O)COC(=O)c1ccc(OC(F)(F)F)cc1,7,-1,3.8,-1,91,10,0.7,1,0.0,1
Cc1c(Cl)c([N+](=O)[O-])nn1CCCC(=O)O,-2,-3,-2.0,0,98,16,0.8,1,-0.3,4

# Remaining list, next part:
SMILES,ABHD5-PLIN5 inh,MC4R antag cAMP,MC4R ag barr,Exocytosis inh,ABCB6 inh MLPCN,Cardio protect,iPSC survival up,HTR2A ag,aDG glyco act,Glyco luc inh
Cc1ccc2c(c1)N(CC(=O)NCCc1ccccc1)C(=O)c1cccnc1O2,8,11,-0.7,-1,99,17,2.1,0,-0.1,-1
COc1ccc(C)cc1NC(=O)C12CCC(C)(C(=O)O1)C2(C)C (stereo not drawn),-2,5,-1.8,-1,91,3,-1.9,0,0.0,-2
O=C(CN1CCN(CC(=O)Nc2ccc3c(c2)OCO3)CC1)Nc1ccc(F)cc1,0,4,0.3,-2,95,-8,4.7,2,-0.2,0
CN1CCN(c2ccc(NC(=O)c3ccc(Br)o3)cc2)CC1,2,2,-3.9,44,104,-1,-0.6,-2,0.1,-8
Cc1nn(CC(=O)NCc2ccccn2)c(C)c1[N+](=O)[O-],2,11,-0.9,-1,97,-1,1.1,-1,-0.1,2
CCN(C(=O)COC(=O)CNC(=O)c1ccc(C)s1)c1ccccc1,-4,6,-2.9,0,95,0,6.3,-3,-0.2,3
Cc1cc2ncn(-c3ncccc3[N+](=O)[O-])c2cc1C,2,-2,-0.1,-6,98,-1,0.7,11,-0.1,4
O=C(NCc1ccc(C(F)(F)F)cc1)c1cccc2c(-c3ccc(F)c(F)c3)coc12,-15,0,1.4,-8,99,-5,0.1,-8,0.8,-5
O=C(NCCc1ccccc1)C1CCN(S(=O)(=O)N2CCCCC2)CC1,0,-5,-3.5,-1,97,-5,-0.1,1,0.0,-1
Cn1c(=O)oc2cc(S(=O)(=O)N3CCN(c4ccccc4F)CC3)ccc21,10,10,1.4,8,111,-10,-0.5,-6,0.6,2
COc1ccc(NC(=O)c2cc(C3CCCCN3S(=O)(=O)c3ccc(C#N)cc3)on2)c(C)c1 (stereo not drawn),3,1,-1.2,1,98,-1,-0.9,-2,0.5,-4
O=C1CCC(C(=O)N(c2ccccc2)C2(C(=O)NC3CCCCC3)CCCCC2)N1 (stereo not drawn),4,13,0.1,0,91,-2,-3.2,4,-0.1,-1
Cc1ccc(C(=O)Nc2ccc(NC(=O)c3cccs3)cc2)c(C)c1,-1,-1,13*,15,97,-5,-0.4,-1,0.2,48*
O=C(NC1CCCCC1)c1cc(-c2ccc(F)cc2)on1,-2,-3,-0.9,-15,90,6,-0.1,-4,0.1,0
CCN(CC)c1ccc(NC(=O)CCN2C(=O)c3ccccc3S2(=O)=O)c(C)c1,-7,0,-3.6,3,84,-1,-0.4,-2,-0.1,-1
COc1ccc(OC)c2sc(NC(=O)CCS(=O)(=O)c3ccccc3)nc12,7,2,-0.6,-4,97,31,-2.2,-2,-0.1,-12
O=P(COCCCCCOCP(=O)(c1ccccc1)c1ccccc1)(c1ccccc1)c1ccccc1,1,12,1.2,3,103,-3,-0.5,-1,1.0,-3
O=C(COc1ccccc1-c1ccccc1)NCc1cccc(Cl)c1,-1,10,0.6,8,94,-14,4.8,-4,1.2,-6
CC1CCCCC12NC(=O)N(CC(=O)Nc1ccccc1-c1ccccc1)C2=O (stereo not drawn),0,9,-1.9,-4,102,1,-1.4,2,-0.1,-2
COc1cccc(-c2oc3c(c2C(=O)OCCN2CCCCC2)C(O)CCC3)c1 (stereo not drawn),7,x,x,-6,99,x,-1.3,0,0.3,x
CC1(C(=O)NCC2CCCCC2)CCN1CCc1ccccc1 (stereo not drawn),-4,16,5.8,2,91,-5,-2.4,-9,0.1,-2
CCN1CCN(C(=O)CCCn2c(C)c3cnn(-c4ccccc4)c(=O)c3c2C)CC1,15,1,0.9,-4,102,-3,-0.6,7,0.0,-1
